# Screening results as filed in PubChem BioAssay.
# SR-BI uptake up = SR-BI HDL lipid transfer activation | CHO ldlA[mSR-BI] cells, DiI-HDL uptake fluorescence, 3 h; 100 = double the neutral-control signal | activation, % at 12.5 µM | 320,000 tested, 0.096% active | AID 504775;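 active = mean replicate activation of at least 60% and every replicate at or above 60%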;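 also: 0% = median plate neutral-control signal and 100% = twice that signal; values of inactives mirror those of a sister screen read the other way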
#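 Material – SR-BI-overexpressing, LDLR-lacking CHO cells · Medium – BSA-supplemented, HEPES-buffered Ham's F12, pH 7.4 · Doses – single concentration · Times – compound with DiI-HDL co-incubation, 3 h at 37 °C · Measured by – bottom-read fluorescence, 550/595 nm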
# Keap1 Nrf2 FP = disrupts human Keap1 binding to Nrf2 peptide; Q14145; Keap1 Kelch-Nrf2 peptide fluorescence polarization, 1536-well; inhibition, % at 9.4 µM; 340,000 tested, 0.15% active; AID 504523; in the data active = inhibition above about 12%;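 also: human Keap1 Kelch domain with fluorescein labeled Nrf2 9mer peptide probe; 0% = neutral control wells and 100% = peptide positive control; higher means more block of Keap1 binding to Nrf2 peptide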
# PKA-R2B activ = activators of human PKA-R2B complex. P22694+P31323. PKA-R2B holoenzyme dissociation, Cy5-IP20 fluorescence polarization; R2B truncated from residue 108, S112A mutant; 0% DMSO only, 100% 113 µM cGMP. activation, % at 11.4 µM. 340,000 tested, 0.079% active. AID 504700;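 active = activation above a cutoff set at the mean over all compounds plus 3 SD, cut at about 18% in these data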;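 also: higher means more holoenzyme dissociation and a rise in polarization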
# Target sequence (P31323 whole entry, looked up, other chains not shown, the tested form may be a part): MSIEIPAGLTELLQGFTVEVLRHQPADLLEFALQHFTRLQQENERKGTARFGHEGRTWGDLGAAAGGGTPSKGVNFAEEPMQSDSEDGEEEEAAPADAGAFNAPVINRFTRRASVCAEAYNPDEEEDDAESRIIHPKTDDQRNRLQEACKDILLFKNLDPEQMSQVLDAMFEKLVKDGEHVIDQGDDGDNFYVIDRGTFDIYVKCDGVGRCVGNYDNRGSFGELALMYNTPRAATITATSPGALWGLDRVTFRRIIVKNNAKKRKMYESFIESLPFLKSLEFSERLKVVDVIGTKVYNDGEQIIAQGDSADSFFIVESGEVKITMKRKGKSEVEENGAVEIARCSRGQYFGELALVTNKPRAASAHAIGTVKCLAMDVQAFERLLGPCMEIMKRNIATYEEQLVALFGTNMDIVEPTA
# PvdQ acylase = P. aeruginosa PvdQ acylase inhibition; inhibition, % at 10 µM; purified PvdQ acylase, fluorescence plate reader; 340,000 tested, 0.063% active; in the data active = inhibition above about 30%, passing the limit was not always enough;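 also: 0% = vehicle neutral wells and 100% = reference inhibitor wells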
# DAGLB inhibitor = blocks human DAGLB lipase activity; HEK293T DAGLB membrane lysate, EnzChek fluorogenic substrate; inhibition, % at 5.17 µM; 340,000 tested, 0.059% active; AID 504411; in the data active = inhibition above about 34%;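 also: 0% = enzyme with vehicle and 100% = wells lacking enzyme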
# Arr AP2 block = blocks beta-arrestin peptide binding to AP2 adaptin; 340,000 tested, 0.31% active; inhibition, % at 10 µM; FITC-arrestin peptide / GST-AP2 beads, flow cytometry; AP2 beta2 appendage carries R879A mutation;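 active = inhibition above a set limit, near 3 SD of compounds lacking own fluorescence, cut at about 54% in these data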;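 also: plate controls were DMSO wells for no effect and 5 µM unlabelled arrestin peptide for full effect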
#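 Measured by: flow cytometry, FL1 (488/535 nm); Material: AP2 appendage R879A on GSH beads; Evaluation: percent response; Timing: pre-incubation 12 min, peptide binding 1 h, room temperature; Also added: 50 nM FITC-arrestin peptide; Medium: PBS with 0.05% Tween 20 and 0.1% BSA.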
# SR-BI HDL uptake = blocks mouse SR-BI lipid uptake from DiI-HDL | Q61009 | ldlA[mSR-BI] CHO cells, DiI-HDL uptake fluorescence, 3 h | inhibition, % at 12.5 µM | 320,000 tested, 0.96% active | AID 488896;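 active = mean replicate inhibition of at least 70% and a set share of replicates each scoring 70 or more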;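 also: 0% = median of neutral control wells and 100% = median of positive control wells; values of inactives mirror those of a sister screen read the other way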
# Target sequence (Q61009 whole entry, looked up): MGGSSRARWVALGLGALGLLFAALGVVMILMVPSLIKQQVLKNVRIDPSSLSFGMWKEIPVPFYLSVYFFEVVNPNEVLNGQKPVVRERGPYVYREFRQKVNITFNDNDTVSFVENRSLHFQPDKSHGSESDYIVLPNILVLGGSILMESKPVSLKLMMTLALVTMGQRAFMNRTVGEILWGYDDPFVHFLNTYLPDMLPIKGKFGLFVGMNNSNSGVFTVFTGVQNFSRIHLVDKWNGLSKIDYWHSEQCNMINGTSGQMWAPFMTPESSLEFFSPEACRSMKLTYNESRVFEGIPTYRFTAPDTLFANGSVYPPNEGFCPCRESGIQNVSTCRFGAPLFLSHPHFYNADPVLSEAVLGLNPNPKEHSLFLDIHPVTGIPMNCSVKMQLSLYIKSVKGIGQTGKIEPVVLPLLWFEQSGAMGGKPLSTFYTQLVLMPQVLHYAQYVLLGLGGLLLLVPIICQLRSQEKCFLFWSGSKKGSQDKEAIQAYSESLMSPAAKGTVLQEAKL
# C-LANA FP = inhibitors of KSHV LANA C-terminal domain DNA binding; MBP-C-LANA/FAM-LBS DNA binding, fluorescence polarization; 340,000 tested, 0.078% active; inhibition, % at 9 µM;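 active = highest replicate inhibition at or above 60% at 9 µM, even if other replicates fall short; inactive = all replicates below 60% inhibition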;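 also: 0% = neutral control wells and 100% = 4 µM acridine orange control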
# RTF Ca sens inh = cardiac RTF calcium desensitization | IANBD-labeled cardiac RTF, Ca2+ fluorescence | inhibition, % at 7.15 µM | 340,000 tested, 0.12% active | AID 493244;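 active = inhibition above the mean inhibition of all tested compounds plus 3 SD, cut at about 17% in these data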;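 also: assay run at fixed EC70 calcium of 1.6 mM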
# NSD2 inh = NSD2 (human) methyltransferase inhibition; 310,000 tested, 0.54% active; O96028; NSD2 peptide methylation, AlphaScreen, 120 min; inhibition, % at 12.5 µM; in the data active = inhibition above about 50%
# Active calls of the source: *; nt = no result given.
SMILES,SR-BI uptake up,Keap1 Nrf2 FP,PKA-R2B activ,PvdQ acylase,DAGLB inhibitor,Arr AP2 block,SR-BI HDL uptake,C-LANA FP,RTF Ca sens inh,NSD2 inh
COc1ccc(C(=O)Nc2ccccn2)cc1,5,-1,-8,2,2,6,-5,0.4,7,nt
CC(C(=O)c1ccc(-c2ccccc2)cc1)[n+]1cccc(Br)c1 (centres undefined),35,-3,-7,-10,1,-2,-35,-1.0,-11,4
CC(Sc1nnc(Nc2ccccc2)s1)C(=O)Nc1nc(-c2ccccc2)cs1 (centres undefined),-16,-2,3,-2,1,18,16,0.4,0,0
N#Cc1c(N)oc(-c2ccco2)c1-c1ccco1,-24,-3,-5,-4,1,1,24,3.2,7,7
COc1ccc(N(CC(=O)NCCSCc2c(F)cccc2Cl)S(C)(=O)=O)cc1OC,21,-1,-15,-14,0,1,-21,0.1,-1,-2
CCCCNC(=O)C(=O)N/N=C/c1ccc(OCc2ccccc2)cc1,-10,-1,7,-12,-1,10,10,-1.1,-14,-3
COc1ccc(NC(=O)NCc2cccnc2)c(OC)c1,-11,-2,-5,3,-2,-7,11,-2.1,-1,0
Cc1cc(NC(=O)CSc2nnc(NC(=O)C3CC(=O)N(c4ccccc4C)C3)s2)no1 (centres undefined),20,-7,-2,-7,4,-2,-20,-2.9,-8,-2
CSCCC(NS(=O)(=O)c1ccccc1F)C(=O)NCC(c1ccc(F)cc1)N1CCOCC1 (centres undefined),3,-2,-4,-5,0,-2,-3,1.5,-5,-1
COc1cc(C(=O)OCC(=O)NCCC2=CCCCC2)ccc1OCC(C)C,-5,5,-1,16,-12,2,5,-0.7,-5,-2
O=C(Nc1ccc(C(=O)N2CCOCC2)cc1)c1ccc([N+](=O)[O-])cc1,0,-8,9,-14,0,-1,0,0.3,-6,-2
CSc1nnc(NC(=O)c2ccc(S(=O)(=O)N(C)C)cc2)s1,25,-5,3,12,0,6,-25,0.0,-7,-3
Cc1cc(C)c(OCCOCCN(C)C)c(Br)c1,35,7,-1,-2,2,-10,-35,1.5,1,1
Cc1ccccc1OCCN1C(=O)NC2(CCc3ccccc32)C1=O (centres undefined),-1,-2,-9,-12,-2,0,1,-1.2,0,6
COc1ccccc1C(=O)NC(=O)COC(=O)c1ccc([N+](=O)[O-])cc1,6,-4,-8,10,-1,8,-6,0.6,-10,0
COC(=O)C1=C(C)N(Cc2ccccc2)C(=S)N[C@H]1c1cccc(C(F)(F)F)c1,2,0,-3,-7,-1,-4,-2,-2.2,5,nt
CCCCN1CCNC[C@H]1Cc1ccc(O)cc1,-5,-1,2,17,-1,28,5,-1.9,-2,nt
c1ccc(-c2cccs2)nc1,26,-2,2,-8,-3,4,-26,0.8,-5,-3
O=C(Cc1ccccc1)NCCSC1CCCCC1,18,5,-3,-1,-5,25,-18,-1.1,4,-4
CCCN1/C(=C2/SC(=S)N(CC)C2=O)C=Cc2ccccc21,-27,2,-10,-1,33,-9,27,-2.1,-13,17
O=C(CN1C(=O)NC2(CCCc3ccccc32)C1=O)Nc1ccccc1OC(F)F (centres undefined),2,-6,-6,-3,5,-5,-2,-0.2,3,15
CCOc1ccc(N2C(=O)Nc3ccccc3C2(O)C(=O)N2CCN(c3ccccn3)CC2)cc1 (centres undefined),-1,-8,-6,-12,-1,-8,1,-1.4,-9,-7
O=C1CCc2ccc(NS(=O)(=O)c3ccc(F)cc3)cc2N1,-13,-8,-10,-26,-4,-2,13,1.2,-5,0
COc1ccc(C(C)=O)cc1COC(=O)C(CO)NS(=O)(=O)c1ccc(Br)cc1 (centres undefined),-23,-2,5,-2,-1,43,23,1.6,6,-1
CCO[C@H]1OC(C(=O)Nc2ccccc2)=C[C@@H](c2ccc(C(F)(F)F)cc2)[C@@H]1CCCO,-39,4,-8,-8,-9,-3,39,-0.5,0,nt

# Other structures:
SMILES,SR-BI uptake up,Keap1 Nrf2 FP,PKA-R2B activ,PvdQ acylase,DAGLB inhibitor,Arr AP2 block,SR-BI HDL uptake,C-LANA FP,RTF Ca sens inh,NSD2 inh
Cc1ccc(C(=O)C[n+]2cccc(C(N)=O)c2)cc1,-20,-1,-5,6,2,26,20,1.1,-2,-1
CCCCOc1ccc(C(=O)NCC(=O)NC2CCC(C)CC2)cc1 (centres undefined),12,0,3,14,-3,-2,-12,0.0,-6,1
CC(=O)Nc1ccc(-c2cc(N)n(-c3ccccc3)n2)cc1,17,-1,-6,-1,1,25,-17,-1.5,6,9
CCOc1ccc(N2CC(O)=C(c3ccccc3)C2=N)cc1,-6,-2,-9,-7,1,-3,6,-0.6,10,3
Cc1ccc(SCc2noc(C(=O)NCC3CCCO3)c2C(=O)O)cc1C (centres undefined),nt,-3,2,-9,5,-11,nt,-0.6,14,nt
O=C(COc1ccc(Cl)cc1Cl)Nc1ccc2nc3n(c(=O)c2c1)CCCC3,-15,0,11,10,-2,1,15,0.5,-12,4
CCOC(=O)C1=C(COC(=O)C2CC(=O)N(c3ccc(C)cc3)C2)NC(=O)NC1C (centres undefined),15,-1,-5,-15,1,2,-15,-0.1,-5,1
COn1c(=S)[nH]c2ccccc2c1=O,12,1,4,-6,0,-3,-12,1.0,-5,5
COCCCNc1nc2ccccc2nc1NS(=O)(=O)c1ccc(Cl)cc1,23,-1,1,11,3,22,-23,3.8,-3,-2
O=C(NCc1ccccn1)c1cccc(S(=O)(=O)Nc2ccccc2Cl)c1,nt,-3,8,-9,0,-4,-24,-2.2,-5,-1
COc1ccc(/C=C/C(=O)c2ccccc2O)cc1,8,-1,-7,13,-6,5,-8,4.0,6,nt
COc1ccc(Nc2nc(-c3ccccc3)c3ccccc3n2)cc1,8,-1,0,-17,-1,2,-8,0.5,-9,1
CC(C)Nc1nc(NC(C)(C)C)nc(Oc2ccc(=O)n(-c3ccccc3)n2)n1,24,1,0,4,0,1,-24,0.5,-2,-2
Nc1ccccc1C(=O)N1O[C@@H]2C=C[C@H]1CC2,3,-5,-3,-13,-2,-9,-3,0.2,-4,nt
Cc1ccc(C=Nc2ccccc2C(N)=O)cc1,9,-1,0,-16,-4,-5,-9,-0.4,-6,1
COc1cccc(NC(=O)CSc2ncc(S(=O)(=O)c3ccccc3)c(=O)[nH]2)c1,5,0,-7,-7,2,-6,-5,-1.0,5,-3
COc1ccc(Nc2nc(N)nc(COc3ccc(OC)cc3)n2)cc1,-11,-2,2,-3,-4,5,11,2.2,-6,-1
COc1cccc(C(O)c2nc3ccccc3n2C)c1 (centres undefined),10,0,3,-9,0,0,-10,-0.5,-4,-3
Cc1ccc(C(=O)N(CN2CCCC2=O)c2ccccc2)cc1,11,-4,-1,0,-2,47,-11,-2.8,-5,-1
C=C(C)CNC(=S)N1CCNC(=O)C1CC(=O)OC (centres undefined),38,-1,-4,-12,0,1,-38,0.8,-6,-2
Cc1ccc(OCC(=O)N(Cc2ccccc2)C(C)C)c([N+](=O)[O-])n1,-7,-2,3,-16,-3,-3,7,0.5,-29,1
CCc1ccc2c(c1)Sc1ccccc1CC2N1CCN(C)CC1 (centres undefined),-5,0,-10,-14,-2,0,5,1.4,-9,21
CCCN1CCN(CCNC(=O)Nc2ccccc2Cl)CC1,10,-5,-3,-17,-4,-4,-10,-1.4,1,6
COc1ccc(-c2nn(-c3ccccc3)cc2/C=N/NS(=O)(=O)c2ccccc2)cc1,-64,-2,9,-9,-5,5,64,7.7,3,1
COc1ccc(-n2c(C)cc(/C=C3/SC(=S)N(C)C3=O)c2C)cc1,-9,-8,0,-17,-2,-4,9,-0.5,-2,1

# Remaining list, next part
SMILES,SR-BI uptake up,Keap1 Nrf2 FP,PKA-R2B activ,PvdQ acylase,DAGLB inhibitor,Arr AP2 block,SR-BI HDL uptake,C-LANA FP,RTF Ca sens inh,NSD2 inh
COC(=O)CN1C(=O)[C@@H]2[C@H](C1=O)[C@@H]1CC(C(=O)OC)=C[C@@H](C(=O)OC)[C@@H]3C1=C(C(=O)[C@]3(C)NC(=O)c1ccccc1)[C@@H]2C,1,3,-13,-1,-3,30,-1,0.5,-5,nt
CCOC(=O)c1cnc(SC)nc1Sc1ccccc1,13,-5,-1,-5,-17,-7,-13,-1.7,-17,-5
Cc1snc(S(=O)(=O)Cc2c(Cl)cccc2Cl)c1C#N,7,0,1,-10,0,-1,-7,2.4,-8,1
C=CCn1c(CCCOc2ccc(Cl)cc2Cl)n[nH]c1=S,20,-1,4,-17,-1,5,-20,-1.0,-15,-2
O=C(CC(=O)Nc1ccc(Br)cc1)Nc1ccc(Br)cc1,-4,1,-2,1,-10,30,4,0.3,4,27
CCNC(=O)COC(=O)C1CCC(=O)N(c2ccc(OC)cc2)C1c1ccc(OC)cc1 (centres undefined),20,-3,-5,-15,0,-8,-20,0.6,-9,0
O=C(N/N=C/C=C/c1ccc(Br)cc1)C(O)c1ccccc1 (centres undefined),-9,-1,2,-3,3,2,9,-0.3,9,3
CC1CCOC2(O1)C(=O)N(CN1CCN(c3ccccc3F)CC1)c1ccccc12 (centres undefined),7,-5,13,-14,0,5,-7,1.0,-5,2
COn1c(-c2ccc(Cl)cc2Cl)nc2ncccc21,-46,1,nt,-5,nt,-1,46,0.3,nt,-1
CCc1cc2ccccc2nc1SCC(=O)Nc1cc(C)on1,-21,-1,7,-18,-7,5,21,-1.5,-5,0
O=C(Nc1cccc(F)c1)c1ccccc1-c1ccccc1,-7,-3,-14,-7,-6,3,7,1.2,-12,-6
Cc1cc(=O)oc2c(C)c(OCC(=O)N3CC[C@@]4(O)CCCC[C@H]4C3)ccc12,-13,-5,8,-15,1,-2,13,-0.6,-1,nt
COc1cccc(CN(C)C(=O)c2cccc(OCc3ccccc3)c2)c1,4,0,11,-11,-3,3,-4,0.5,3,-4
Nc1nnc(CCS(=O)(=O)c2ccc(Cl)cc2)s1,15,2,-5,-10,-1,-5,-15,-0.3,-11,-1

# Copied from above, 7 compounds:
SMILES,SR-BI uptake up,Keap1 Nrf2 FP,PKA-R2B activ,PvdQ acylase,DAGLB inhibitor,Arr AP2 block,SR-BI HDL uptake,C-LANA FP,RTF Ca sens inh,NSD2 inh
CCOC(=O)c1cnc(SC)nc1Sc1ccccc1,13,-5,-1,-5,-17,-7,-13,-1.7,-17,-5
Cc1snc(S(=O)(=O)Cc2c(Cl)cccc2Cl)c1C#N,7,0,1,-10,0,-1,-7,2.4,-8,1
C=CCn1c(CCCOc2ccc(Cl)cc2Cl)n[nH]c1=S,20,-1,4,-17,-1,5,-20,-1.0,-15,-2
O=C(CC(=O)Nc1ccc(Br)cc1)Nc1ccc(Br)cc1,-4,1,-2,1,-10,30,4,0.3,4,27
CCNC(=O)COC(=O)C1CCC(=O)N(c2ccc(OC)cc2)C1c1ccc(OC)cc1 (centres undefined),20,-3,-5,-15,0,-8,-20,0.6,-9,0
O=C(N/N=C/C=C/c1ccc(Br)cc1)C(O)c1ccccc1 (centres undefined),-9,-1,2,-3,3,2,9,-0.3,9,3
CC1CCOC2(O1)C(=O)N(CN1CCN(c3ccccc3F)CC1)c1ccccc12 (centres undefined),7,-5,13,-14,0,5,-7,1.0,-5,2
